# D3 antag = qHTS of D3 Dopamine Receptor Antagonist: qHTS; AID 652054, 2013; max response, negative = inhibition, %; D3R cells, DiscoveRx beta-arrestin luminescence, antagonist mode; hits give low values; hit rate 2.5% among 360,000; in the data active = max response below about -50%; inconclusive = no clear call, values can overlap the other calls; note: % is set by controls: 0 for no effect and ±100 for the full control effect; mostly tested at two doses, the higher about 12 µM
# Target sequence (P35462 whole entry, looked up): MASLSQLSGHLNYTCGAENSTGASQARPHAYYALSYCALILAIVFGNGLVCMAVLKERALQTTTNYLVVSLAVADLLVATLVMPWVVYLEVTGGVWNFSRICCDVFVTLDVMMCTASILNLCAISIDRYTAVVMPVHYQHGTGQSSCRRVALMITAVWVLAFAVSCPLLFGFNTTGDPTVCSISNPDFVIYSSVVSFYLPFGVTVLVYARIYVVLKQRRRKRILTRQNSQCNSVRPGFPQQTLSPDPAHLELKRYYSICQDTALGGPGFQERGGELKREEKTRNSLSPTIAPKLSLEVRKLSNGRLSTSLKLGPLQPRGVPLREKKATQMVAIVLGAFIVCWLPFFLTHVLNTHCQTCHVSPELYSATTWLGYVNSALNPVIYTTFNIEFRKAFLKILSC
#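 Cells expressing the human receptor were seeded at 1500 cells/well, incubated overnight at 37 degrees C in 5% CO2, then exposed to library compounds with dopamine controls for 90 minutes at 37 degrees C before luminescent detection.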
# HEK293 tox = qHTS of GLP-1 Receptor Inverse Agonists: Cytotox Screen | HEK293 cAMP-luciferase reporter cells, luminescence, 24 h | Potency, µM (series often up to 38.3 µM), inactives show at the top dose activity change, negative = inhibition, most hits filed as inhibitors | AID 624418, 2012 | hit rate 0.13% among 410,000;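 note: loss of luciferase light is scored as toxicity; potency is the fitted concentration of half-maximal effect; % is set by controls: 0 for no effect and ±100 for the full control effect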
#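 To flag toxic compounds, the library was rerun on cells for 24 hr at 37 deg C and 5% CO2. Viability-linked luminescence was captured 12 min after adding luciferase detection reagent.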
# D3 ag = qHTS of D3 Dopamine Receptor Agonist: qHTS; max activation, %; hit rate 0.58% among 410,000; D(3) dopamine receptor (Homo sapiens), P35462; D3R DiscoveRx beta-arrestin cells, luminescence, 90 min; AID 652048, 2013; in the data active = max activation above about 30%; note: 0% is about no effect; mostly tested at two doses, the higher about 12 µM
#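 Agonist mode: compounds and dopamine controls were applied to plated cells for 90 min at 37 degrees C after an overnight attachment at 1500 cells/well. Luminescent read-out followed 30 - 60 minutes at room temperature with DiscoveRx detection reagent.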
# PI5P4Ka inh = qHTS for Inhibitors of phosphatidylinositol 5-phosphate 4-kinase (PI5P4K); Phosphatidylinositol 5-phosphate 4-kinase type-2 alpha (Homo sapiens), P48426; PI5P4Kalpha enzyme, ADP-Glo luminescence, 60 min; hits give low values; max response, %; hit rate 1.2% among 330,000; AID 652105, 2013; active = max response of -50% or lower; inconclusive = between -30% and -50%; inactive = -30% or higher; note: value at the top dose of about 77 µM; % is set by controls: 0 for no effect and ±100 for the full control effect
# Target sequence (P48426 whole entry, looked up): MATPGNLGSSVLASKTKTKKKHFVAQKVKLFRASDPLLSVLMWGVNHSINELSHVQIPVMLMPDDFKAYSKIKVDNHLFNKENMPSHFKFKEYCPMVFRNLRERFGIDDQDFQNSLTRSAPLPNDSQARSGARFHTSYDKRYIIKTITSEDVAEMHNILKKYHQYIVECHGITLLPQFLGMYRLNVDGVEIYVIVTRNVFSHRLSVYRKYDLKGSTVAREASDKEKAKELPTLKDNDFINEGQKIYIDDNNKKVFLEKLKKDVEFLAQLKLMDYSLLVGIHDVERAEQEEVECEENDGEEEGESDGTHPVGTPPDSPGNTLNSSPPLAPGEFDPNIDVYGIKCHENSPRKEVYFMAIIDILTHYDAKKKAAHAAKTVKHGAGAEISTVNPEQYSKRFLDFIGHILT
#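 Quantitative HTS of the MLSMR library against PI5P4Kalpha with substrate. ATP added last at 5 microM final; room temperature, 60 minutes. Remaining ATP depleted, ADP converted and read as luminescence.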
# PLK1 PBD inh = qHTS for Inhibitors of PLK1-PDB (polo-like kinase 1 - polo-box domain): Primary Screen; Serine/threonine-protein kinase PLK1 (Homo sapiens), P53350; Plk1 PBD binding of FITC phosphopeptide, fluorescence polarization; Potency, µM, inactives show max response, negative = inhibition, hits mostly inhibitors; hit rate 2.8% among 360,000; AID 720504, 2013; note: potency is the fitted concentration of half-maximal effect; series mostly up to about 57 µM; % is set by controls: 0 for no effect and ±100 for the full control effect; nearly all actives have a fitted effect of over 65% in size
# WRN inhibitor = qHTS for Inhibitors of WRN Helicase. hit rate 0.46% among 360,000. Bifunctional 3'-5' exonuclease/ATP-dependent helicase WRN (Homo sapiens), Q14191. WRN helicase unwinding, fluorescent forked duplex, kinetic. Potency, µM (titrated, usually from 114 µM), inactives show at the top dose activity change, negative = inhibition, actives largely listed as inhibitors; note: potency is the fitted concentration of half-maximal effect; % is set by controls: 0 for no effect and ±100 for the full control effect; nearly all actives have a fitted effect of over 55% in size
#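 Kinetic red-fluorescence monitoring (525/598 nm) tracks WRN helicase activity after 100 nM fluorophore-quencher forked duplex and 2 mM ATP are added to 20 nM enzyme pretreated 15 min at room temperature with compound.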
# GLP-1R agonist = qHTS of GLP-1 Receptor Agonists | Glucagon-like peptide 1 receptor (Homo sapiens), P43220 | HEK293 GLP-1R CRE-luciferase, luminescence, 4-6 h; cells express a hypersensitive GLP-1R form | Potency, µM (doses to about 45.6 µM), without a hit: at the top dose activation, actives largely listed as activators | hit rate 0.007% among 380,000 | AID 624172, 2012; note: potency is the fitted concentration of half-maximal effect; % of control where 0% means no effect
# IL2 activator = qHTS of IL-2 Activators; IL-2 activation reporter assay, cell-based qHTS; stimulated with anti-CD3/CD4/CD28 beads; in transgenic mouse T cells; activation, % (series mostly up to about 46 µM); hit rate 0.065% among 360,000; AID 652025, 2013; in the data active = activation above about 50%; inconclusive = mostly about 30% to 49%; note: 0% is about no effect
#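 Using fluorescent plate cytometry, EGFP and DsRed are detected in transgenic mouse T cells stimulated 18 h at 37 degrees C with antibody-coated beads after 60 min compound pretreatment.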
# GLP1R inv ag = qHTS of GLP-1 Receptor Inverse Agonists (Inhibition Mode); HEK293 GLP-1R CRE-luciferase, luminescence, 24 h; GLP-1R form is constitutively active; AID 624417, 2012; Potency, µM (doses to about 38.3 µM), for inactives: at the highest dose activity change, negative = inhibition, hits mostly inhibitors; hit rate 1.6% among 410,000; note: potency is the fitted concentration of half-maximal effect; % is set by controls: 0 for no effect and ±100 for the full control effect; nearly all actives have a fitted effect of over 55% in size
#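 Stable HEK293 clone (constitutively active GLP-1R + cAMP-response luciferase); 200 cells/uL plated, 12 h pre-culture, compound 24 hr, 37 deg C/5% CO2; detection reagent 12 min RT; luminescence.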
# The depositor's hits bear a star; ? = inconclusive; . = not tested or not shown; [ ] = remark or other dose. Unless noted, calls come from the whole dose curve; as a rule, active = well fitted curve in the direction sought with a large enough effect; inconclusive = small, poorly fitted or top-dose-only effect, or another doubt; inactive = no such curve, though single readings can be large; an effect the other way counts as inactive or inconclusive. This is a random part of the collection. Share with any hit: about 7.8%.
# Below each compound – D3 antag	HEK293 tox	D3 ag	PI5P4Ka inh	PLK1 PBD inh	WRN inhibitor	GLP-1R agonist	IL2 activator	GLP1R inv ag
Cc1ccc(C(=O)Cn2nnc3c(sc4nc5c(c(-c6ccccc6)c43)CCC5)c2=O)cc1
 : 25	19%	2	8	-10%	-7%	-2%	-0.4	?
O=C1CC(N2CCN(c3ccc(Cl)cc3)CC2)C(=O)N1c1ccc(F)cc1 (stereo not drawn)
 : 0	5%	3	-2	-10%	0%	-3%	0.2	-8%
O=[N+]([O-])c1ccc(COc2cccc(CN3CCCCC3)c2)cc1
 : ?	-6%	-48	-3	-2%	1%	2%	-0.6	-3%
Fc1ccccc1Cn1nnc2c(NCCc3ccccn3)ncnc21
 : -1	6%	4	0	-26%	-6%	1%	-0.6	25%
Cc1ccc(NC(=O)CSc2nc3[nH]ncc3c(=O)[nH]2)cc1
 : -5	0%	0	-6	-9%	4%	-1%	3.5	17%
N/C(=N\OC(=O)c1cccc(Br)c1)c1ccccn1
 : -5	-12%	0	3	-7%	9%	0%	-3.2	6.3µM*
O=C(CCN1C(=O)/C(=C/c2ccccc2Cl)SC1=S)NC1CCS(=O)(=O)C1 (stereo not drawn)
 : -17	?	2	-2	-24%	6%	-2%	-2.0	4%
S=C(NCc1ccco1)Nc1ccc(Br)cn1
 : -6	?	0	-5	?	-6%	24%	1.3	?
Cc1ccc(C(=O)O)c(C(=O)Nc2nc(C)cs2)c1
 : -16	0%	12	.	-4%	-4%	-10%	0.4	0%
COc1ccc(CCNC(=O)c2cc3c(-c4ccccc4F)nn(C)c3s2)c(OC)c1
 : .	-13%	8	.	.	.	2%	.	?
CCN(CC)CC(O)COCCC12CC3CC(CC(C3)C1)C2 (stereo not drawn)
 : -18	?	-18	.	0%	1%	-9%	-3.6	-23%
O=C(O)c1ccccc1C(=O)NCc1ccccc1
 : 12	-3%	-3	1	-4%	-25%[57.1 µM]	2%	1.8	-15%
COc1ccc(Cl)cc1-c1cc(C(=O)Nc2ccc(C)c(NS(C)(=O)=O)c2)[nH]n1
 : -30	?	-18	-10	-13%	-16%	-19%	-0.6	?
COC(=O)Nc1nnc(CCc2ccccc2)s1
 : 22	-1%	0	-23	-1%	-26%[57.1 µM]	1%	-2.3	29%
CCC1CCc2sc(C(=O)NNC(=O)c3ccncc3)cc2C1 (stereo not drawn)
 : -18	2%	-8	-9	-12%	-5%	-13%	-5.4	0%
O=C(Nc1cc2c(ccc3ccccc32)oc1=O)C1CCCCC1
 : 3	-11%	5	.	-3%	4%	-17%	1.1	0%
COc1cc(OC)c(NC(=O)c2c(C)oc3ncn(C)c(=O)c23)cc1Cl
 : .	-2%	5	.	.	.	0%	.	7%
CC1(C)Cc2c(sc3c2c(=N)n(Cc2ccco2)c(=O)n3CC(=O)Nc2ccc(Cl)cc2)CO1
 : 35	5%	-6	1	-11%	-26%	0%	-5.2	-9%
Cc1cc2nc(-c3cccnc3SCC(=O)NC(C)C)[nH]c2cc1C
 : 0	0%	-1	-3	-11%	-3%	10%	0.6	11%
COC(=O)c1ccccc1NC(=O)CN1CCN(C(=O)c2ccco2)CC1
 : 14	7%	2	8	-2%	-5%	13%	0.8	24%
Fc1ccc(CN2CCCCCCC2)cc1F
 : -65*	-1%	2	1	-1%	5%	-5%	-0.1	0%
C=CC[C@@H](Cc1ccc(F)cc1)C(=O)OC[C@@H]1CCCN1C(=O)[C@H](CC=C)CC(=O)N(CCO)Cc1ccccc1
 : ?	-1%	-3	1	-1%	-10%	7%	-3.0	9%
CC1=CCC(C(=O)O)C(C(=O)NC2CCCCC2)C1 (stereo not drawn)
 : 11	8%	-8	4	19µM*	-10%[11.6 µM]	0%	-1.9	4%
CCn1c(C)c(C(C)=O)c(N2CCN(c3ccccc3)CC2)nc1=S
 : -5	1%	1	-11	-13%	-15%[57.1 µM]	-10%	-1.6	5%
N/C(=N\OC(=O)Cc1cccs1)c1ccccc1
 : 13	-7%	-7	-61*	1%	-25%	0%	-0.4	0%
CCOc1ccc(NC(=S)N(CCc2c(C)[nH]c3ccc(C)cc23)Cc2ccncc2)cc1
 : -21	0%	-13	5	-14%	-4%	-2%	-3.2	?
O=S(=O)(N1CCCCCC1)N1CCN(S(=O)(=O)N2CCOCC2)CC1
 : 21	10%	-4	-7	-10%	-2%	0%	-0.4	1%
CC1=C(C(=O)OC2CCCCC2)C(c2ccco2)n2ncnc2N1 (stereo not drawn)
 : 9	-9%	3	-4	-11%	0%	15%	-0.5	-17%
CN(C)S(=O)(=O)N1CCN(C(=O)c2ccccc2Cl)CC1
 : ?	4%	-2	.	1%	-2%	-5%	0.3	1%
O=C(Cn1nnc(-c2ccccc2)n1)NCc1ccc2c(c1)OCO2
 : 0	-1%	-4	5	-8%	-3%	-10%	-0.3	9%

# Some values from the results shown.
# In GLP-1R agonist, CC1=CCC(C(=O)O)C(C(=O)NC2CCCCC2)C1 (stereo not drawn) is entered as 0%
# In GLP1R inv ag, CN(C)S(=O)(=O)N1CCN(C(=O)c2ccccc2Cl)CC1 is entered as 1%
# In HEK293 tox, Fc1ccc(CN2CCCCCCC2)cc1F is entered as -1%
# In IL2 activator, CCOc1ccc(NC(=S)N(CCc2c(C)[nH]c3ccc(C)cc23)Cc2ccncc2)cc1 is entered as -3.2
# In GLP-1R agonist, CCn1c(C)c(C(C)=O)c(N2CCN(c3ccccc3)CC2)nc1=S is entered as -10%

# Remaining list, next part.
# Below each compound – D3 antag	HEK293 tox	D3 ag	PI5P4Ka inh	PLK1 PBD inh	WRN inhibitor	GLP-1R agonist	IL2 activator	GLP1R inv ag
COc1ccc(N2C(=O)C3C4C=CC(C4)C3C2=O)c([N+](=O)[O-])c1 (stereo not drawn)
 : -4	-2%	1	-2	-18%	2%	8%	0.4	12%
COc1ccccc1CC(=O)N1CCCC1
 : -25	-15%	-2	-1	-2%	2%	-5%	-2.2	-2%
CC1=C(C(=O)NCc2ccccc2)C(c2cccnc2)n2ncnc2N1 (stereo not drawn)
 : 0	-6%	6	-5	-1%	1%	-6%	-0.7	1%
Cc1c(C(=O)NC(C)c2ccc(-n3ccnc3)cc2)cccc1[N+](=O)[O-] (stereo not drawn)
 : 7	2%	3	-6	-1%	-4%	13%	-1.2	31%
CC1(c2ccc(OC(F)F)cc2)NC(=O)N(CC(=O)Nc2cccnc2Cl)C1=O (stereo not drawn)
 : -21	-2%	-8	-4	-2%	18%	-4%	-4.2	1%
CCOc1ccc(S(=O)(=O)NCCC(=O)N2CCN(c3ccc(OC)cc3)CC2)cc1
 : -2	3%	0	-24	21µM*	-23%	5%	2.1	19%
CCOc1ccccc1NC(=O)c1cc2ccccc2oc1=O
 : 0	-1%	2	0	-9%	-13%	-1%	-0.7	4%
Cc1ccc(NC(=O)c2ccc(F)cc2)nc1
 : -1	5%	-2	0	0%	7%	-5%	-0.1	2%
CCc1ccccc1Nc1nc(N)nc(CSCC(=O)c2cc(C)n(C)c2C)n1
 : -25	-20%	-1	-1	-13%	-10%	11%	-0.9	-2%
CC(=O)Nc1ccc2sn(-c3ccccc3)c(=O)c2c1
 : -9	1%	-13	-82*	3.4µM*	2%	5%	-4.6	2%

# A second format for some results above:
COc1ccc(N2C(=O)C3C4C=CC(C4)C3C2=O)c([N+](=O)[O-])c1 (stereo not drawn)
  D3 antag: -4
  HEK293 tox: -2%
  D3 ag: 1
  PI5P4Ka inh: -2
  PLK1 PBD inh: -18%
  WRN inhibitor: 2%
  GLP-1R agonist: 8%
  IL2 activator: 0.4
  GLP1R inv ag: 12%
COc1ccc(Cl)cc1-c1cc(C(=O)Nc2ccc(C)c(NS(C)(=O)=O)c2)[nH]n1
  D3 antag: -30
  HEK293 tox: ?
  D3 ag: -18
  PI5P4Ka inh: -10
  PLK1 PBD inh: -13%
  WRN inhibitor: -16%
  GLP-1R agonist: -19%
  IL2 activator: -0.6
  GLP1R inv ag: ?

# Continuation.
# Below each compound – D3 antag	HEK293 tox	D3 ag	PI5P4Ka inh	PLK1 PBD inh	WRN inhibitor	GLP-1R agonist	IL2 activator	GLP1R inv ag
O=C(O)c1ccc(Cl)c(S(=O)(=O)Nc2ccccc2N2CCOCC2)c1
 : -4	-4%	2	-5	-23%	7%[57.1 µM]	-1%	0.4	-1%
CC(Nc1nc(=S)nc(Nc2ccc(F)cc2)[nH]1)c1ccccc1 (stereo not drawn)
 : -2	-14%	-4	-8	13µM*	11%	-5%	0.6	?
COc1ccc(/C=C2/N=C(c3cccs3)OC2=O)cc1OC(C)C
 : 42	10%	0	-1	-17%	-18%	-5%	-2.5	0%
COc1ccc(OCC(=O)N2CCc3ccccc3C2)cc1
 : -19	2%	-4	0	-8%	-3%	-3%	-1.4	7%
COc1ccc(NC(=O)CSCc2ccc(C)cc2)cc1
 : -21	2%	-13	2	-11%	-12%	14%	-2.7	?
O=C(Nc1nc(-c2ccc(F)cc2)cs1)c1cccnc1
 : 14	6%	-6	-7	0%	5%	-2%	-2.2	15%
CCN1C(=O)/C(=C/c2nc3ccccc3c(=O)n2-c2ccccc2)c2ccccc21
 : ?	-16%	-5	4	-13%	-18%	1%	-0.6	2µM*
CCOc1ccc(C2C(C(=O)Nc3cc(C)on3)c3ccccc3C(=O)N2CCN2CCOCC2)cc1 (stereo not drawn)
 : -11	1%	1	9	-21%	-3%	7%	0.5	4%
COc1ccc2c(c1)CCc1c(C(=O)N3CCCc4ccccc43)noc1-2
 : 16	-5%	-3	.	-12%	-18%	14%	1.3	-10%

# Source: PubChem
